# DRD3 agonist – activates the human D3 dopamine receptor; D3R DiscoveRx beta-arrestin cells, luminescence, 90 min; max activation, %; 410,000 compounds, 0.58% hits; in the data active = max activation above about 30%; also: 0% is about no effect; mostly tested at two doses, the higher about 12 µM
# Target sequence (P35462 whole entry, looked up): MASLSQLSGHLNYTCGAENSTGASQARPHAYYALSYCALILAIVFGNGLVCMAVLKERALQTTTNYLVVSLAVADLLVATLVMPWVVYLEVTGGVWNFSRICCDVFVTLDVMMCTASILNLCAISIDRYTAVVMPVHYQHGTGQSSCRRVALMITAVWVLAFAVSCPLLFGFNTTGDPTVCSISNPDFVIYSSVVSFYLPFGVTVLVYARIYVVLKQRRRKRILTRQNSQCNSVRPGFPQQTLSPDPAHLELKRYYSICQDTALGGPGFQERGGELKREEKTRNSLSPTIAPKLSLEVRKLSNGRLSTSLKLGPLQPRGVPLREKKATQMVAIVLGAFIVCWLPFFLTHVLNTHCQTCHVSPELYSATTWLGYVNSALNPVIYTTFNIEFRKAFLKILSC
#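 Agonist mode: compounds and dopamine controls were applied to plated cells for 90 min at 37 degrees C after an overnight attachment at 1500 cells/well. Luminescent read-out followed 30 - 60 minutes at room temperature with DiscoveRx detection reagent.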
# HEK293 tox – cytotoxicity in counter-screen for GLP-1R inverse agonists | 410,000 compounds, 0.13% hits | HEK293 cAMP-luciferase reporter cells, luminescence, 24 h | Potency, µM (top dose mostly 38.3 µM), for the others: top-dose activity change, negative = inhibition, usual class: inhibitors;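 also: loss of luciferase light is scored as toxicity; potency is read from the fitted curve at half-maximal effect; % is scaled to controls: 0 for no effect and ±100 for the full control effect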
#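 To flag toxic compounds, the library was rerun on cells for 24 hr at 37 deg C and 5% CO2. Viability-linked luminescence was captured 12 min after adding luciferase detection reagent.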
# IL2 activator – IL-2 activation; IL-2 activation reporter assay, cell-based qHTS; stimulated with anti-CD3/CD4/CD28 beads; in transgenic mouse T cells; activation, % (series mostly up to about 46 µM); 360,000 compounds, 0.065% hits; AID 652025; in the data active = activation above about 50%; inconclusive = mostly about 30% to 49%; also: 0% is about no effect
#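 Unstimulated transgenic mouse T cells preincubated 60 min with compound, then stimulated with anti-CD3/anti-CD4-coated beads plus anti-CD28 for 18 h at 37 degrees C. IL-2 response read as EGFP and DsRed fluorescence by plate cytometry.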
# GLP1R inv ag – acts as inverse agonist at human GLP-1 receptor. P43220. HEK293 GLP-1R CRE-luciferase, luminescence, 24 h; GLP-1R form is constitutively active. Potency, µM (top dose mostly 38.3 µM), without a hit: at the highest dose activity change, negative = inhibition, usual class: inhibitors. 410,000 compounds, 1.6% hits. AID 624417; also: potency is read from the fitted curve at half-maximal effect; % is scaled to controls: 0 for no effect and ±100 for the full control effect; nearly all actives have a fitted effect of over 55% in size
#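 Using stably transfected HEK293 (constitutively active GLP-1R, cAMP-luciferase reporter), compounds were incubated 24 hr and luciferase measured by luminescence.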
# PLK1 PBD block – PLK1 (human) polo-box domain binding inhibition. P53350. Plk1 PBD binding of FITC phosphopeptide, fluorescence polarization. Potency, µM, for inactives: max response, negative = inhibition, usual class: inhibitors. 360,000 compounds, 2.8% hits. AID 720504; also: potency is read from the fitted curve at half-maximal effect; series mostly up to about 57 µM; % is scaled to controls: 0 for no effect and ±100 for the full control effect; nearly all actives have a fitted effect of over 65% in size
# GLP1R ag – GLP-1 receptor (human) agonism; P43220; HEK293 GLP-1R CRE-luciferase, luminescence, 4-6 h; cells express a hypersensitive GLP-1R form; Potency, µM (highest dose often 45.6 µM), inactives show at the top dose activation, most hits filed as activators; 380,000 compounds, 0.007% hits; also: potency is read from the fitted curve at half-maximal effect; % of control where 0% means no effect
# DRD3 antagonist – antagonists of human D3 dopamine receptor; P35462; D3R cells, DiscoveRx beta-arrestin luminescence, antagonist mode; stronger effect = lower value; max response, negative = inhibition, %; 360,000 compounds, 2.5% hits; AID 652054; in the data active = max response below about -50%; inconclusive = no clear call, values can overlap the other calls; also: % is scaled to controls: 0 for no effect and ±100 for the full control effect; mostly tested at two doses, the higher about 12 µM
#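 Cells plated overnight at 1500 cells/well, then exposed to library compounds with dopamine controls for 90 minutes at 37 degrees C. DiscoveRx reagent added for 30–60 minutes at room temperature; luminescence read, quantitative HTS format.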
# WRN helicase inh – WRN helicase (human) inhibition | Q14191 | WRN helicase unwinding, fluorescent forked duplex, kinetic | Potency, µM (series often up to 114 µM), for inactives: top-dose activity change, negative = inhibition, hits mostly inhibitors | 360,000 compounds, 0.46% hits; also: potency is read from the fitted curve at half-maximal effect; % is scaled to controls: 0 for no effect and ±100 for the full control effect; nearly all actives have a fitted effect of over 55% in size
#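 Kinetic fluorescence helicase assay: unwinding of a quenched forked DNA duplex (100 nM final) with 2 mM ATP final raises red fluorescence (525/598 nm). Compounds sat 15 min at room temperature with 20 nM WRN beforehand.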
# PI5P4Ka inh – PI5P4K alpha (human) kinase inhibition; P48426; PI5P4Kalpha enzyme, ADP-Glo luminescence, 60 min; stronger effect = lower value; max response, %; 330,000 compounds, 1.2% hits; active = max response of -50% or lower; inconclusive = between -30% and -50%; inactive = -30% or higher; also: value at the top dose of about 77 µM; % is scaled to controls: 0 for no effect and ±100 for the full control effect
# Target sequence (P48426 whole entry, looked up): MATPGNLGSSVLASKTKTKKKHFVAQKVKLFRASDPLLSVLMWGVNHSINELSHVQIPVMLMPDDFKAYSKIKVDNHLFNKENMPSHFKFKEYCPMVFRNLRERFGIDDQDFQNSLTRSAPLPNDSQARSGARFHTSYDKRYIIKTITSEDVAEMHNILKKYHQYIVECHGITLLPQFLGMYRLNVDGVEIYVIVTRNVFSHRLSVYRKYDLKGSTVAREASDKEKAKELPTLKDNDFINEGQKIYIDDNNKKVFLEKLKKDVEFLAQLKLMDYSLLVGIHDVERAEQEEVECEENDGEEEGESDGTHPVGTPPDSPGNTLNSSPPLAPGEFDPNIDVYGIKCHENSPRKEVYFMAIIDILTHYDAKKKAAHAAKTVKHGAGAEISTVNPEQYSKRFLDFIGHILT
#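 Single end-point luminescence (ADP-Glo) quantified ADP from PI5P4Kalpha turnover; ATP 5 microM final, 1 h at RT, 0.1% CHAPS and 0.28 mM EGTA in HEPES pH 7.4.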
# Numbers without * were called inactive; ? = inconclusive; · = no result given; & = joins results of further samples; [ ] = another dose, or the depositor's remark. Unless noted, calls follow the shape of the dose curve; as a rule, active = well fitted curve in the direction sought with a large enough effect; inconclusive = small, poorly fitted or top-dose-only effect, or another doubt; inactive = no such curve, though single readings can be large; an effect the other way counts as inactive or inconclusive. Hits appear at their usual frequency. About 7.8% of those tested had a hit in this group.
SMILES,DRD3 agonist,HEK293 tox,IL2 activator,GLP1R inv ag,PLK1 PBD block,GLP1R ag,DRD3 antagonist,WRN helicase inh,PI5P4Ka inh
COC(=O)C(CSCc1ccccc1)NC(=O)CSc1nc(C)cc(=O)[nH]1 (centres undefined),4,1%,-0.6,3%,27µM*,-1%,-13,-32%,?
COc1ccccc1/C=C/C(=O)OCC(=O)N1CCc2ccccc21,-2,-2%,0.4,?,-3%,-2%,-7,-2%,3
CCC(C)(C)C1CCc2c(sc(N)c2C(N)=O)C1 (centres undefined),2,5%,-4.7,7%,0%,-1%,6,-27%,-28
CCN1C(=O)C(CC(=O)Nc2ccc(OC)cc2)N(CCc2ccccc2F)C1=S (centres undefined),-16,-5%,-0.2,?,-15%,3%,-30,-32%,16
Cn1c(=O)c2c(ncn2CC(=O)OCC(=O)c2ccc(OC(F)F)cc2OC(F)F)n(C)c1=O,-2,-4%,-2.6,9%,0%,0%,0,9%,8
CCC(=O)Nc1nc2ccc(NC(C)=O)cc2s1,-1,-24%,-2.0,14%,-1%,-4%,3,5%,-1
CCOC(=O)c1c(NC(=O)c2cccs2)sc(C(=O)N2CCOCC2)c1C,3,-4%,-3.1,51%[activator],-13%,14%,9,-1%,-3
Cc1ccc(Nc2cc(C(=O)NCCCN3CCOCC3)c3ccccc3n2)c(C)c1,7,5%,-3.0,-4%,-7%,14%,8,4%,-5
CCNC(=O)COC(=O)c1cc(=O)[nH]c2ccccc12,4,0%,0.4,-9%,-6%,-12%,13,5%,·
CCC(C)(C)NC(=O)C(c1ccc(F)cc1)N(Cc1ccc(OC)cc1)C(=O)c1cnccn1 (centres undefined),-4,0%[7.66 µM],-0.1,-8%[7.66 µM],-5%,10%,-4,3%,-2
Cc1ccccc1OCc1nnc(SCC(=O)Nc2ccc3c(c2)OCO3)n1C,-1,1%,-0.8,-6%,-1%,3%,7,2%,·
C=CC[C@@H](CC(=O)N[C@@H](CO)Cc1ccccc1)C(=O)NCCOC(=O)[C@@H](CC=C)Cc1ccc(F)cc1,15,1%,-0.5,2%,-3%,9%,46,-5%,3
O=S(=O)(Nc1nc2ccc(S(=O)(=O)N3CCCCC3)cc2s1)c1ccccc1,28,-11%,1.2,0%,?,-5%,-11,-9%,·
O=C(COc1ccc(/C=N/NC(=O)C(=O)N2CCCCCC2)cc1)Nc1ccccc1Cl,3,2%,-3.7,16%,3%,0%,1,-3%,10
CCOc1cccc(=O)c2c(C)n(CC(=O)c3ccccc3)c(C)c12,-1,-6%,-0.7,-14%,-10%,4%,-9,-18%,?
CCc1nnc(NC(=O)c2ccc(S(=O)(=O)N(C)Cc3ccccc3)cc2)o1,-1,-23%,-3.1,?,-22%,0%,-1,8%,-2
CN(/N=C/Cc1nnnn1-c1ccc(Cl)cc1)c1ccccc1,-6,4%,1.1,?,-11%,-3%,-20,-1%,0
O=C(CSc1nncn1-c1cccnc1)Nc1cccc([N+](=O)[O-])c1,-3,-3%,0.8,4%,1%,2%,2,4%,-8
CNC(=O)CN1C(=O)NC(Cc2c[nH]c3ccccc23)C1=O (centres undefined),5,6%,0.7,17%,-16%,1%,-4,-9%,-7
Cc1sc2ncnc(NCC3(N4CCOCC4)CCCCC3)c2c1C,10,-1%,-0.5,-22%,-6%,13%,30,1%,0
CS(=O)(=O)Nc1cccc(C2=NN(C(=O)c3cccc(F)c3)C(c3cccs3)C2)c1 (centres undefined),-4,2%,0.0,?,-4%,20%,-9,-9%,-4
COc1ccc(S(=O)(=O)Nc2ccc(Cc3ccncc3)cc2)cc1C,2,-13%,-2.1,-28%,-6%,13%,-1,10%,4
C/C(=N\NC(=O)c1nn(C)c(C)c1Br)c1ccc(NC(=O)c2ccccc2F)cc1,0,5%,0.5,4%,-3%,2%,-12,10%,1
O=C(C[n+]1ccc(C(=O)NCCCO)cc1)c1cccc(Br)c1,6,5%,0.5,-14%,-12%,-2%,7,-30%,9
CC(C)[C@@H](CSc1ccccc1)N1CCN(Cc2ccccc2)CCC1=O,-12,2%,-0.5,7%,-7%,4%,16,-3%,-4
Cc1ccc(S(=O)(=O)N(C)CCCC(=O)Nc2cc(C)ccc2C)cc1,3,-2%,-2.7,?,-1%,0%,-10,3%,2
NC(=S)NN=CCn1cc([N+](=O)[O-])c(=O)[nH]c1=O,11,?,0.1,-28%,?,0%,15,-4%,-1
CCN(c1ccccc1C)S(=O)(=O)c1cc2c3c(c1)CCC(=O)N3CCC2,-1,-13%,0.1,-24%,-1%,9%,6,-6%,1
COC(=O)c1ccc(OC)c(CSc2nnc(-c3ccc(C(C)(C)C)cc3)o2)c1,1,16%,-0.9,-26%,-8%,4%,-23,5%,6
c1ccc(CNc2nc(-c3cccs3)nc3ccccc23)cc1,6,0%,-3.4,?,-1%,17%,10,-11%,0

# 3 compounds out of the list, ordered by heavy-atom count, largest number first:
SMILES,DRD3 agonist,HEK293 tox,IL2 activator,GLP1R inv ag,PLK1 PBD block,GLP1R ag,DRD3 antagonist,WRN helicase inh,PI5P4Ka inh
c1ccc(CNc2nc(-c3cccs3)nc3ccccc23)cc1,6,0%,-3.4,?,-1%,17%,10,-11%,0
CCNC(=O)COC(=O)c1cc(=O)[nH]c2ccccc12,4,0%,0.4,-9%,-6%,-12%,13,5%,·
NC(=S)NN=CCn1cc([N+](=O)[O-])c(=O)[nH]c1=O,11,?,0.1,-28%,?,0%,15,-4%,-1

# (cont.)
SMILES,DRD3 agonist,HEK293 tox,IL2 activator,GLP1R inv ag,PLK1 PBD block,GLP1R ag,DRD3 antagonist,WRN helicase inh,PI5P4Ka inh
CCc1noc(C)c1C(=O)NNC(=O)COc1ccc(C)cc1,5,-4%,-0.1,1%,5%,0%,19,-3%,5
COc1ccc(CCC(=O)N2CCN(S(=O)(=O)c3ccc(OC)c([N+](=O)[O-])c3)CC2)cc1,3,3%,-0.8,6%,-6%,9%,15,-9%,-2
OC[C@@H]1CN(Cc2ccc(-c3ccccc3)cc2)C[C@H](n2cnc3c(N4CCOCC4)ncnc32)O1,0,1%,-0.5,9%,8%,13%,90,-4%,9
CCOC(=O)N1CCN(S(=O)(=O)c2cc3c(cc2C)NC(=O)CO3)CC1,0,1%,-0.4,0%,-4%,-3%,17,5%,·
CC(=O)c1c(N2CCOCC2)nc(=S)n(Cc2ccccc2)c1C,1,12%,-2.7,0%,-11%,8%,4,-26%,-11
CC(=O)c1ccc(NC(=O)CSc2nnc(-c3ccco3)o2)cc1,6,3%,2.7,1%,2%,5%,24,-12%,7
COc1ccccc1OCc1cc(-c2ccccc2)no1,-1,-2%,-2.8,1%,1%,-3%,-3,-2%,1
C=CCNC(=O)c1ccc2nccnc2c1,1,47%[activator],0.5,8%,-5%,-5%,-8,-5%,·
COc1cccc(CC(=O)Nc2ccc(-c3csc(C)n3)cc2)c1,15,?,-5.1,-13%,-4%,12%,-8,-3%,-4
Cc1ccc(NC(=O)CN2CCc3ccccc3C2)cc1S(=O)(=O)N(C)C,-2,-7%,-0.5,?,-17%,5%,?,-23%,-11
CCC(c1nnnn1-c1ccc2c(c1)OCCO2)N1CCN(c2cccc(C)c2C)CC1 (centres undefined),-4,6%,-1.2,?,-9%,1%,1,0%,16
OCC[C@H]1C[C@@H](O)[C@H](O)[C@@]2(OCc3ccccc32)O1,-8,4%,-0.5,3%,6%,14%,11,1%,0
CCSc1nc(C2CC2)cc(-c2ccco2)c1C#N,0,15%,1.3,6%,?,12%,-4,-11%,-6
O=C(Nc1ccc2c(c1)OCCO2)c1cc2sccc2n1Cc1ccc(F)cc1,2,-8%,2.5,5.6µM*,1%,-11%,44,-10%,0
Cc1ccc(C(=O)NNC(=O)CSc2nnc3c(n2)[nH]c2ccc(C)cc23)cc1,-7,0%,-1.1,-7%,?,-3%,-12,3%,·
CC(=O)[C@H]1CC[C@H]2[C@@H]3CC=C4C[C@@H](O)CC[C@]4(C)[C@H]3CC[C@]12C,4&-4,10%,0.9,12%,-8%,-5%,-7,0%,-7
COc1ccc(NC(C)=O)cc1NC(C)C(=O)Nc1ccc(S(=O)(=O)N2CCCCC2)cc1 (centres undefined),2,15%,2.6,-9%,-16%,-10%,10,-22%,-5
CCN(CC(=O)Nc1ccc(Cl)c(S(=O)(=O)N(C)C)c1)CC(=O)NC(C)C,2,-2%,0.6,13%,-3%,19%,-13,-2%,0
O=C(NC(=S)Nc1ccccc1Br)c1ccco1,-26,?,0.0,?,-17%,16%,-26,-33%,5
COc1ccc(S(=O)Cc2ccc(C(=O)NC3CC3)o2)cc1 (centres undefined),5,-21%,0.1,-6%,-4%,8%,2,1%,-1
O=C(Nc1ccc(N2CCOCC2)cc1)c1cccc(-n2cnnc2)c1,-5,-2%,0.9,6%,-9%,4%,1,-17%,-12
Cc1cc(C(=O)NCCc2ccc(Cl)cc2)c2ccccc2n1,-21,-3%,1.2,-15%,-10%,6%,-17,11%,-6
Cc1ccccc1-n1cnnc1SCC(=O)N1CCN(c2ccccc2)CC1,9,-2%,1.1,-14%,2%,13%,-25,-3%,-6
CCn1c(SCC(=O)NC2CCCCC2)nnc1C(CO)NC(=O)c1ccccc1 (centres undefined),-6,-9%,0.4,16%,-10%,-9%,-20,-27%,-12
CCN(CC)S(=O)(=O)c1cccc(C(=O)N/N=C/c2ccc(O)c(O)c2O)c1,9,7%,-2.0,-1%,8.4µM*,-18%,13,25µM*,-70*
CN1C(=O)Cc2cc(S(=O)(=O)N3CCN(c4cccc(C(F)(F)F)c4)CC3)ccc21,-13&7,3%&-3%,-2.3,20%&7%,-12%,0%,0,-1%,13
CC(CCCC(C)(C)O)NC(=O)c1ccc2oc(CCc3ccccc3)nc2c1 (centres undefined),6,-1%,1.3,7%,-4%,8%,-11,6%,2
Cc1ccc(-c2nnn(Cc3nc4ccccc4s3)n2)cc1,-3,4%,-2.6,0%,-9%,18%,-1,-5%,·

# Screens (PubChem)
